Salmonella PhoP GFP: Inhibition of PhoP regulon, Salmonella typhi GFP reporter cells, confirmation, 4 h (AID 1850) | Salmonella Typhi PhoP-promoter GFP reporter, fluorescence, 4 h; higher % means a stronger effect | inhibition, % at 50 µM, or IC50 in µM where a hit was titrated | actives 0.33% (n = 310,000); in the data active = a potency from the dose series; inconclusive = inhibition mostly from about 25% at the one dose, without a potency; inactive = the rest, 99 in 100 with inhibition below about 19%;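 note: 0% = induced wells with vehicle and 100% = uninduced wells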
M. tuberculosis: growth inhibition of non-replicating M. tuberculosis (AID 488890). Mycobacterium tuberculosis non-replicating, growth inhibition; higher % means a stronger effect. inhibition, % at 25 µM; hits with a dose series show IC50 in µM. actives 0.39% (n = 320,000); in the data active = a potency from the dose series; inconclusive = inhibition mostly from about 82% at the one dose, without a potency; inactive = the rest, 99 in 100 with inhibition below about 76%;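 note: plate controls were DMSO cells for no effect and high antibiotic wells for full effect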
H37Rv inhibition: M. tuberculosis growth inhibition, HTS (AID 449762); actives 0.59% (n = 330,000); inhibition, % at 25 µM; hits with a dose series show IC50 in µM; M. tuberculosis H37Rv growth inhibition, 7H9 media; higher % means a stronger effect; in the data active = a potency from the dose series; inconclusive = inhibition above about 70% without an active follow-up result;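 note: bacterial growth assessed after seven days of incubation; strong numbers were not always called active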
influenza NS1A: H1N1 influenza NS1A inhibitors, functional cell based assay (AID 504329); NS1A functional cell-based assay, percent inhibition; higher % means a stronger effect; one-dose inhibition, % at 12.5 µM; IC50 in µM for titrated hits; actives 0.3% (n = 340,000); in the data active = a potency from the dose series; inconclusive = inhibition above about 27% without an active follow-up result; note: strong numbers were not always called active
inhibitors of VEEV: inhibitors of VEEV TC-83 cytopathic effect, confirmation, Vero cells (AID 588727). Vero cells, VEEV TC-83 cytopathic effect inhibition; higher % means a stronger effect. inhibition, % at 20 µM; hits with a dose series show IC50 in µM. actives 0.13% (n = 350,000); in the data active = a potency from the dose series; inconclusive = inhibition mostly from about 14% at the one dose, without a potency; inactive = the rest, 99 in 100 with inhibition below about 12%; note: strong numbers were not always called active
inhibitors of VEEV 10K pilot screen: further read-out of inhibitors of VEEV, marked with its call; inhibition, %; measured here: 10K pilot screen inhibition
Starred values were filed as active, the others as inactive; i = inactive; ? = inconclusive; . = not tested or not shown.

SMILES | Salmonella PhoP GFP | M. tuberculosis | H37Rv inhibition | influenza NS1A | inhibitors of VEEV | others
Cc1cccc(N2C(=O)C3CCCN3C2=S)c1 (stereo not drawn) | -4.5% | -3.8% | -6.8% | -0.1% | 0.9%
COc1ccc(OCc2nn[nH]n2)cc1 | -5.5% | 13.3% | -5.1% | -6.6% | 0.1%
C[C@]1(O)CC[C@H]2[C@@H]3CCC4=CC(=O)CC[C@]4(C)[C@@]3(F)[C@@H](O)C[C@@]21C | . | . | . | -2.1% | 1.1%
O=C(CCn1cccn1)Nc1ccc(-c2ccno2)cc1 | -27.6% | -1.2% | 63.6% | -2.7% | 3.0%
CC(C)(C)C(=O)C1=C(O)C(=O)N(c2ccccc2)C1c1ccccc1 (stereo not drawn) | -3.0% | 64.9% | 10.6% | -9.4% | 0.5%
Nc1cccnc1Sc1cc(Cl)cc(Cl)c1 | 4.7% | 2.9% | 3.1% | -2.4% | i
CC1(C)CN(C(=S)Nc2ccc(F)cc2F)C1=O | 2.3% | 19.7% | 2.3% | -2.6% | 0.7%
CC(C#N)(NC(=O)CN1CCN(S(=O)(=O)c2ccccc2Cl)CC1)C1CC1 (stereo not drawn) | . | 2.4% | -10.9% | -3.8% | 3.0%
O=C(CCNC(=O)c1ccc(Br)cc1)NCC1COc2ccccc2O1 (stereo not drawn) | 7.0% | 70.5% | -3.4% | -3.1% | 3.0%
COc1ccc(CNc2ccc(Br)cc2)cc1 | -1.5% | 73.4% | 2.9% | 1.6% | 2.7%

Random excerpt: five records from the list, in no set order.
SMILES | Salmonella PhoP GFP | M. tuberculosis | H37Rv inhibition | influenza NS1A | inhibitors of VEEV | others
COc1ccc(CNc2ccc(Br)cc2)cc1 | -1.5% | 73.4% | 2.9% | 1.6% | 2.7%
O=C(CCNC(=O)c1ccc(Br)cc1)NCC1COc2ccccc2O1 (stereo not drawn) | 7.0% | 70.5% | -3.4% | -3.1% | 3.0%
CC1(C)CN(C(=S)Nc2ccc(F)cc2F)C1=O | 2.3% | 19.7% | 2.3% | -2.6% | 0.7%
O=C(CCn1cccn1)Nc1ccc(-c2ccno2)cc1 | -27.6% | -1.2% | 63.6% | -2.7% | 3.0%
C[C@]1(O)CC[C@H]2[C@@H]3CCC4=CC(=O)CC[C@]4(C)[C@@]3(F)[C@@H](O)C[C@@]21C | . | . | . | -2.1% | 1.1%

New compounds follow
SMILES | Salmonella PhoP GFP | M. tuberculosis | H37Rv inhibition | influenza NS1A | inhibitors of VEEV | others
CSc1nc(N)c2c(C)c(C)sc2n1 | -4.5% | 18.4% | -1.1% | 0.8% | 1.0%
COc1ccccc1C(=O)OCC(=O)c1ccc(CNC(C)=O)s1 | . | 7.9% | -3.8% | 10.2% | i
COc1ccc(C2=CC(c3sccc3C)n3nnnc3N2)cc1 (stereo not drawn) | -8.2% | 30.4% | 16.5% | -15.5% | 5.5%
COc1ccc(NC(=O)CCC(=O)N(Cc2ccc(OC)c(OC)c2)c2nccs2)c(OC)c1 | 4.4% | -1.9% | -1.9% | 4.3% | 0.6%
Cc1ccc(C(=O)N/C(=C/c2ccco2)C(=O)N2CCC(C)CC2)cc1 | 14.7% | 14.9% | 1.2% | -2.7% | 1.1%
CCSc1nnc(N(CCC(=O)O)CCC(=O)O)s1 | 6.6% | -20.5% | -3.9% | 6.2% | 1.0%
CC(C)Cn1c(N)c(C(=O)CSc2n[nH]c(N)n2)c(=O)n(C)c1=O | . | -4.5% | 7.6% | -0.1% | 8.6%
CCCc1ccc(-c2c(C)sc(NC(=O)c3ccnn3C)c2C#N)cc1 | 14.6% | 23.0% | -4.2% | 5.9% | 1.0%
Cc1c(C(=O)O)cccc1-n1c(C)cc(C=O)c1C | 4.0% | -0.5% | -3.3% | -5.3% | 1.5%
CCc1cccc(C)c1NC(=O)COC(=O)CSCc1ccccc1 | . | -9.5% | 3.6% | -19.1% | 1.3%
Cc1ccc(CSCC(=O)Nc2ccccc2F)cc1 | -5.6% | ? | 6.1% | 8.6% | 1.1%
CCOc1ccc(N(CC(=O)Nc2ccc(OC)cc2)S(C)(=O)=O)cc1 | -0.2% | 6.9% | -0.2% | 3.5% | 1.8%
O=c1c2c(-c3ccc(Cl)cc3)csc2nc2n1CCC2 | 5.7% | 28.7% | 42.8% | -6.9% | 3.1%
Cc1[nH]c2ccccc2c1/C=N/NC(=O)CNC(=O)c1ccc2c(c1)OCCO2 | 6.5% | 9.5% | -6.0% | -13.7% | 8.9%
O=C(CN1CCN(c2ccc(Cl)cc2)CC1)NCc1ccccc1 | 1.5% | 8.4% | 10.2% | -9.9% | 0.2%
COc1ccc(C(=O)Nc2cc(-c3ccc(C)cc3)no2)cc1 | 1.7% | 0.7% | -7.3% | -9.0% | i
COc1ccc(OC)c(NC(=S)N2CCC(C(O)(c3ccccc3)c3ccccc3)CC2)c1 | -2.5% | -4.3% | 2.7% | 0.8% | 1.4%
O=C(CCN1C(=O)c2ccccc2C1=O)N1CCN(c2ccccc2)CC1 | -0.4% | 1.3% | -0.2% | -4.7% | 1.9%
CCOCCCNC(=O)C(NC(=O)C1CCC(=O)N1)c1ccc(C)cc1 (stereo not drawn) | -6.4% | -2.5% | -4.9% | 17.9% | i
CCC(C)NS(=O)(=O)c1ccc(S(=O)(=O)Nc2cc3c(cc2C(C)=O)OCO3)cc1 (stereo not drawn) | 1.3% | -15.6% | -5.8% | -0.7% | 1.4%

Of the compounds above, these contain two or more sulfur atoms.
SMILES | Salmonella PhoP GFP | M. tuberculosis | H37Rv inhibition | influenza NS1A | inhibitors of VEEV | others
CSc1nc(N)c2c(C)c(C)sc2n1 | -4.5% | 18.4% | -1.1% | 0.8% | 1.0%
CCSc1nnc(N(CCC(=O)O)CCC(=O)O)s1 | 6.6% | -20.5% | -3.9% | 6.2% | 1.0%
CCC(C)NS(=O)(=O)c1ccc(S(=O)(=O)Nc2cc3c(cc2C(C)=O)OCO3)cc1 (stereo not drawn) | 1.3% | -15.6% | -5.8% | -0.7% | 1.4%

Additional results follow:
SMILES | Salmonella PhoP GFP | M. tuberculosis | H37Rv inhibition | influenza NS1A | inhibitors of VEEV | others
O=C(Cc1ccccc1[N+](=O)[O-])NNC(=O)c1cccs1 | . | -20.4% | -1.4% | -2.9% | 2.0%
O=C(O)CCC(=O)NC1CCCCC1 | 7.8% | 2.4% | -1.8% | 8.9% | 2.4%
O=C(CSc1nc(-c2ccco2)cc(C(F)(F)F)n1)N1CCCc2ccccc21 | 6.3% | -8.9% | -14.1% | 9.9% | 1.1%
Cc1nc(N)nc2c1CCCC2 | 2.3% | -14.6% | -4.5% | 10.2% | 1.6%
NS(=O)(=O)c1cccc(NC(=O)COC(=O)CC2CC3CCC2C3)c1 (stereo not drawn) | 8.0% | -4.7% | -2.1% | 3.0% | i
N#C/C(C(=O)Oc1ccccc1)=C1\C=Cc2ccccc2N1 | -8.6% | -12.1% | -4.5% | 3.1% | 0.6%
COCCN1CCN(C(=O)c2cc(COc3cncc(Cl)c3)on2)CC1 | -5.4% | -9.5% | -2.3% | 8.2% | 0.9%
O=Cc1cn(Cc2ccccc2[N+](=O)[O-])c2ccccc12 | -5.4% | 56.2% | 1.1% | 12.0% | 0.3%
O=C(COC(=O)Cc1n[nH]c(=O)c2ccccc12)Nc1ccc(Cl)cc1F | 11.3% | -3.6% | -15.5% | 1.2% | ?
COc1ccc(S(=O)(=O)NCc2ccc(C(=O)N(C)Cc3ccco3)cc2)cc1 | -10.7% | 25.2% | 2.7% | -13.2% | 0.3%
CSc1cccc(NC(=S)N(CCCN2CCCC2)Cc2cccs2)c1 | 8.4% | 60.6% | 5.5% | 4.1% | 0.2%
Cc1cc(C)c(S(=O)(=O)Nc2ccccn2)c(C)c1 | -4.1% | -3.0% | -4.6% | -1.7% | 1.0%
COc1ccc2c(CC(=O)OCC(=O)Nc3cccc(C)c3)coc2c1 | . | 73.2% | 2.1% | -5.3% | 1.5%
Cc1ccc(NC(=O)[C@@H](NC(=O)N2C[C@H]3C[C@@H](C2)c2cccc(=O)n2C3)C(C)C)cc1 | -3.0% | -9.0% | -2.1% | -6.4% | 0.4%
O=S(=O)(c1ccccc1)N1CC1c1ccccc1 (stereo not drawn) | -4.7% | 29.5% | 10.7% | -11.9% | 1.5%
CC(=O)N1N=C(c2ccco2)CC1c1ccc(Cl)o1 (stereo not drawn) | -3.5% | 0.6% | 0.4% | 0.6% | 3.7%
O=C(CSc1nc2ccc(Nc3nc(N4CCOCC4)nc(N4CCOCC4)n3)cc2s1)NCc1ccco1 | 1.7% | 49.8% | ? | 0.2% | 11.0%
CC(C)CCNC(=O)c1ccc2c(SCC(=O)O)c3c(nc2c1)CCCC3 | -8.6% | 0.4% | -1.9% | 8.3% | 0.0% | inhibitors of VEEV 10K pilot screen=2.2
Cc1cccc(C(=O)OCCN2CCOCC2)c1 | -9.6% | 21.3% | -30.1% | -6.1% | 1.0%
O=C(Cn1nnc(-c2ccc(N3CCOCC3)cc2)n1)OC1CCCCC1 | -1.9% | ? | ? | 0.3% | i
O=C1c2ccccc2S(=O)(=O)c2cc(C(=O)N3CCCC3)ccc21 | 5.4% | 4.2% | 2.6% | -0.3% | i
C=CCOC(=O)C1=C[C@@H](c2csc3ccccc23)C[C@@H](OCc2ccc(CO)cc2)O1 | -9.8% | 6.6% | 6.1% | 9.0% | i | inhibitors of VEEV 10K pilot screen=2.8
COc1ccc(/C=N/NC(=O)Cc2csc(Nc3cccc(C(F)(F)F)c3)n2)cc1C | -11.0% | 13.4% | -3.0% | -1.4% | 7.1%
CCOc1cccc(C2C(C(=O)c3ccc(C)o3)=C(O)C(=O)N2Cc2ccncc2)c1 (stereo not drawn) | -1.3% | 27.1% | -4.0% | 3.5% | 0.3%
COCC(C)NC(=O)C(C)N1c2cccc3cccc(c23)S1(=O)=O (stereo not drawn) | -0.7% | 45.1% | -1.0% | -4.2% | 0.1%
CCOC(=O)c1cc2occc2n1CC(=O)N1CCOCC1 | -2.1% | -8.9% | -1.8% | 7.0% | 0.1%
Cc1ccc(/C(N)=N/OC(=O)CSc2ccccc2)cc1 | -4.4% | 68.8% | 2.8% | -12.3% | 0.7%
Cc1cc(C)cc(OCc2nc3ncc(Br)cc3[nH]2)c1 | 5.2% | -13.1% | -2.4% | 3.7% | i
CCN(CC)C(=O)Oc1cc(=O)n2c3c(cccc13)CCC2 | -5.5% | -6.9% | 0.7% | 2.4% | 3.5%
O=C(Cc1ccc(Cl)c(Cl)c1)OCC(=O)c1ccc[nH]1 | -6.4% | 70.6% | ? | 16.2% | 7.0%
Cc1ccc(CCNC(=O)CN(C)S(=O)(=O)c2ccc3c(c2)n(C)c(=O)c(=O)n3C)cc1 | -4.9% | 4.9% | -15.6% | -14.8% | 4.3%
COc1ccc(C(=O)Nc2ccc(NC(=O)c3cccc(F)c3)cn2)cc1 | 13.2% | -1.3% | 0.8% | -4.8% | 0.8%
CSc1ccc(S(=O)(=O)NCc2ccc(Cl)cc2)cc1 | 5.0% | 17.5% | 52.8% | -20.3% | i
Cc1ccc(OC(C)C(=O)N(Cc2cccs2)C2CCS(=O)(=O)C2)cc1C (stereo not drawn) | 6.7% | 2.5% | -0.6% | -22.0% | 0.1%
Cc1nc(Cl)sc1C(=O)Nc1cccc(Cl)c1C | -0.1% | -11.9% | -5.3% | 5.9% | i
CC(=O)O[C@H]1C[C@@]2(O)[C@@H](OC(=O)c3ccccc3)C3[C@@](C)([C@@H](O)C[C@H]4OC[C@@]34OC(C)=O)[C@@H](O)[C@H](OC(C)=O)C(=C1C)C2(C)C (stereo partly drawn) | 6.1% | -5.2% | -8.3% | 1.7% | i
O=C(NNC(=O)c1cnccc1C(F)(F)F)c1cccc(Cl)c1 | -5.2% | -15.0% | -1.9% | 0.1% | 2.1%
Cc1occc1C(=O)N1CCC2(CCCN(Cc3ccc(F)c(F)c3)C2)C1 (stereo not drawn) | 5.8% | 76.5% | 13.6% | -0.3% | 1.9%
CCOCCCNC(=O)C1CCCN1S(=O)(=O)c1ccc(Cl)cc1 (stereo not drawn) | -1.4% | -12.4% | -2.6% | 9.5% | 0.1% | inhibitors of VEEV 10K pilot screen=0.0
CC(=O)c1ccc2c(c1)OCCOCCOc1ccc(C(C)=O)cc1OCCOCCO2 | -2.3% | 53.0% | ? | -20.2% | 1.9%
Cc1cc(C)nc(NS(=O)(=O)c2ccc(N/C=C\C(=O)c3cccs3)cc2)n1 | -5.3% | 47.2% | 30.2% | -1.2% | 0.6%
O=C1CS/C(=N/N=C/c2cccs2)N1Cc1ccc(F)cc1 | -7.9% | 5.2% | 5.3% | . | i
COC(=O)CCSCC(=O)Nc1nnc(C)s1 | -10.6% | -13.5% | -7.2% | 7.8% | i | inhibitors of VEEV 10K pilot screen=2.5
O=c1ccc2ccccc2n1Cc1cccc(F)c1 | 2.7% | -3.7% | 3.7% | -9.6% | i

Bioassay records (PubChem BioAssay)
